# VP16 counter = VP16 counterscreen qHTS for inhibitors of ROR gamma transcriptional activity | Drosophila S2 Gal4-VP16 UAS-luciferase, luminescence, 20 h | Potency, µM (top dose mostly 53.6 µM), for inactives: top-dose activity, negative = inhibition, usual class: inhibitors | hit rate 3.5% among 310,000 | AID 2546, 2010;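 note: Gal4-VP16 expression switched on by copper sulfate through the metallothionein promoter; potency is the fitted concentration of half-maximal effect; % is set by controls: 0 for no effect and ±100 for the full control effect; nearly all actives have a fitted effect of over 50% in size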
# FLuc counter = qHTS profiling assay for firefly luciferase inhibitor/activator using purifed enzyme and Km concentrations of substrates (counterscreen for miR-21 project) | hit rate 6.9% among 360,000 | Luciferin 4-monooxygenase (Photinus pyralis), P08659 | Potency, µM (series often up to 57.5 µM), without a hit: top-dose activity change, negative = inhibition, usual class: inhibitors | purified FLuc, Km substrates, luminescence inhibition;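 note: potency is the fitted concentration of half-maximal effect; plate controls were vehicle for no effect and reference inhibitor for full effect; nearly all actives have a fitted effect of over 55% in size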
#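 Purified P. pyralis luciferase (10nM final) with 10uM D-luciferin and 10uM ATP (Km levels) in 50mM Tris acetate pH 7.5, 10mM Mg acetate, 0.01% Tween-20, 0.05% BSA; qHTS 6-point titration, ~60 µM downward; luminescence read.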
# Tb PFK inh = qHTS Assay to Find Inhibitors of T. brucei phosphofructokinase; Potency, µM (doses to about 57.5 µM), for the others: top-dose activity, negative = inhibition, hits mostly inhibitors; T. brucei PFK, ADP-Glo luminescence; hit rate 0.17% among 330,000;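 note: potency is the fitted concentration of half-maximal effect; 0% = uninhibited 1x PFK enzyme wells and -100% = no-enzyme wells; nearly all actives have a fitted effect of over 60% in size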
#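 PFK 1.25 nM, F6P 0.5 mM, ATP 0.1 mM, 0.1 M TEA pH 8.0, 5 mM MgCl2, 0.01% Tween20, 0.1% BSA; 45 min RT. ADP-Glo readout. qHTS titration up to 57 uM; curves fitted, compounds curve-classed.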
# TRPV1 agonist = HTS Assay for Compounds that Act as Agonists of the Vanilloid Receptor 1; Transient receptor potential cation channel subfamily V member 1 (Homo sapiens), Q8NER1; TRPV1-expressing cells, Fluo-8 calcium influx, agonist mode; activation, % at 8.33 µM; hit rate 0.19% among 320,000; AID 540275, 2011; in the data active = activation above about 80%; inconclusive = between about 30% and that limit; note: 0% is about no effect
# Target sequence (Q8NER1 whole entry, looked up): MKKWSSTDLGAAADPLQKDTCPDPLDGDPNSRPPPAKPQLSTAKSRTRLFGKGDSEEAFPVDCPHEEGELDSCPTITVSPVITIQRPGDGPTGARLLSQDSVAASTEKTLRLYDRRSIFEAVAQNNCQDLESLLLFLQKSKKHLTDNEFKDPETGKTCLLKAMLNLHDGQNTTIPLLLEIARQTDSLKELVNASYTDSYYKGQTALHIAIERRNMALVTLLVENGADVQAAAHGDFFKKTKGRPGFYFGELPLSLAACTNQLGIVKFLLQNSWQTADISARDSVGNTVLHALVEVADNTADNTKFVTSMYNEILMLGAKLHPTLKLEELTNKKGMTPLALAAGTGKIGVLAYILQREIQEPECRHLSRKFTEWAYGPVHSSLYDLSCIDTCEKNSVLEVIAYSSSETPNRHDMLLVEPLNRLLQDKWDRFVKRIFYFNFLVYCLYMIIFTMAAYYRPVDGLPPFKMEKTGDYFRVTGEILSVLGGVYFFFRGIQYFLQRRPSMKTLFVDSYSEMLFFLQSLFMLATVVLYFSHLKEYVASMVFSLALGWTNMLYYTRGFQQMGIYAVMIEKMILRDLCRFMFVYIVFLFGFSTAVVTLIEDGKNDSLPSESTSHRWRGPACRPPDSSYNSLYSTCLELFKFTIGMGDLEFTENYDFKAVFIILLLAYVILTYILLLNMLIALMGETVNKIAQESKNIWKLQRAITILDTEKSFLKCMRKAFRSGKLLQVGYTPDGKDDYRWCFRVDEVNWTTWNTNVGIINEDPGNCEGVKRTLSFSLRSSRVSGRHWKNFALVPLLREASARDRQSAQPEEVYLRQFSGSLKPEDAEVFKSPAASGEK
#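 Fluo-8 calcium influx in TRPV1-expressing cells, kinetic read (ex 480/em 520 nm). Compound added and read 3 min for agonist activity, followed by capsaicin at EC20 final and 2 min further read for enhancement.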
# BRCA1 expr up = qHTS Assay to Identify Small Molecule Activators of BRCA1 Expression; MCF7-BRCA1-FFLuc reporter, luminescence, 48 h; response scale: scaled: vehicle 0%, 10 µM genistein 100%; Potency, µM (titrated, usually from 46.1 µM), for inactives: at the top dose activation, most hits filed as activators; hit rate 1.1% among 380,000; note: potency is the fitted concentration of half-maximal effect; nearly all actives have a fitted effect of over 80% in size; some results filed as inactive show a strong effect at the top dose
#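 Cells: MCF7-BRCA1-FFLuc, 2000/well. Exposure: 48 h, 37 °C, 5% CO2. Read: luminescence, 15 min post-substrate. Controls: genistein 10 microM (maximal activation), DMSO (neutral).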
# Rab9 promoter act = qHTS Assay for Rab9 Promoter Activators. hit rate 2.8% among 320,000. Potency, µM (titrated, usually from 9.22 µM), for inactives: top-dose activation, negative = inhibition, actives largely listed as activators. AID 485297, 2010. Huh7 Rab9 promoter-luciferase reporter, luminescence, 24 h; note: potency is the fitted concentration of half-maximal effect; % of control where 0% means no effect; nearly all actives have a fitted effect of over 60% in size
#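 Cells were plated at 1500 per well in reduced-serum medium with 10% FBS and left 2 h. Compound in DMSO was then added for 24 h at 37 °C. Reporter signal was read by luminescence after 10 min with luciferase detection reagent.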
# p53 reactivator = qHTS assay for re-activators of p53 using a Luc reporter. Potency, µM (titrated, usually from 92.2 µM), for inactives: at the highest dose activity change, positive = activation, usual class: activators. hit rate 0.063% among 320,000. H1299 p53-A138V BP100-luciferase reporter, luminescence, 24 h; note: potency is the fitted concentration of half-maximal effect; % of control where 0% means no effect; nearly all actives have a fitted effect of over 45% in size
#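 H1299 (p53-null), stable ts p53-A138V + BP100-Luc; 1000 cells/well, Opti-MEM/10% FBS; cpd 4 pt, 1:5; 24 h, 37 deg C, 5% CO2; detection reagent 10 min RT; luminescence.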
# ELG1 genotoxic = qHTS screen for small molecules that induce genotoxicity in human embryonic kidney (HEK293T) cells expressing luciferase-tagged ELG1; HEK293T ELG1-luciferase reporter, luminescence, 16 h; Potency, µM (top dose mostly 46 µM), for inactives: top-dose activity change, positive = activation, usual class: activators; hit rate 1.3% among 330,000; AID 504466, 2011; note: potency is the fitted concentration of half-maximal effect; % of control where 0% means no effect; nearly all actives have a fitted effect of over 60% in size
#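 Cells (2,000/well) expressing the ELG1-luciferase fusion are dosed by pin tool and kept 16 hr at 37 °C, 5% CO2. Signal comes from ONE-Glo luciferase reagent after 30 min at room temperature.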
# RORgamma inh = qHTS for inhibitors of ROR gamma transcriptional activity. Nuclear receptor ROR-gamma (Mus musculus), P51450. Drosophila S2 Gal4-RORgamma UAS-luciferase reporter, 20 h. Potency, µM (top dose mostly 53.6 µM), without a hit: at the top dose activity change, negative = inhibition, hits mostly inhibitors. hit rate 5.4% among 310,000. AID 2551, 2010; note: potency is the fitted concentration of half-maximal effect; % is set by controls: 0 for no effect and ±100 for the full control effect; nearly all actives have a fitted effect of over 60% in size
#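 Stably transfected Drosophila Schneider cells are the test system, with ROR gamma fused to Gal4 and luciferase under UAS control; luminescence is read after 20 hr of 700 uM copper sulfate induction at ambient temperature.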
# ELG1 repair inh = qHTS screen for small molecules that inhibit ELG1-dependent DNA repair in human embryonic kidney (HEK293T) cells expressing luciferase-tagged ELG1 | Potency, µM (titrated, usually from 46.1 µM), without a hit: at the top dose activity change, negative = inhibition, most hits filed as inhibitors | hit rate 2.3% among 330,000 | HEK293T ELG1-luciferase reporter, luminescence, 16 h; DNA damage induced by 5-fluorouridine; note: potency is the fitted concentration of half-maximal effect; % is set by controls: 0 for no effect and ±100 for the full control effect; nearly all actives have a fitted effect of over 55% in size
#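 Luminescence from the luciferase reporter, measured 30 min after ONE-Glo reagent at room temperature, was the read-out. Beforehand, 2,000 cells per well were exposed for 16 hr at 37 °C to 5-fluorouridine together with compound or vehicle.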
# NPC1 promoter act = qHTS Assay for NPC1 Promoter Activators; Huh7 NPC1 promoter luciferase reporter, 24 h; Potency, µM (top dose mostly 9.22 µM), without a hit: at the top dose activation, most hits filed as activators; hit rate 2.4% among 320,000; AID 485313, 2010;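 note: potency is the fitted concentration of half-maximal effect; % of control where 0% means no effect; nearly all actives have a fitted effect of over 60% in size; reporter is driven by a mutant NPC1 promoter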
#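 Compounds in DMSO were transferred onto Huh7 NPC1-luciferase reporter cells pre-incubated 2 h; after 24 h at 37 °C, Amplite reagent was dispensed and luminescence recorded 10 min later.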
# * marks the source's active call; other numbers are inactive results; ? = inconclusive; . = not tested or not shown. Unless noted, calls come from the whole dose curve; as a rule, active = well fitted curve in the direction sought with a large enough effect; inconclusive = small, poorly fitted or top-dose-only effect, or another doubt; inactive = no such curve, though single readings can be large; an effect the other way counts as inactive or inconclusive.
1: O=C(Nc1ccc(F)cc1)C1CC(=O)n2cnnc2N1 (centres undefined)
2: COc1cc(C2Nc3ccccc3C(=O)N2c2ccccc2)c(Br)cc1OCC(=O)O (centres undefined)
3: CCCCc1c(O)cc(C)[nH]c1=O
4: C[C@@H]1C(=O)N(c2ccccc2)[C@@H]1c1ccncc1
5: COC(=O)CNC(c1ccccc1)c1cc(Br)ccc1NS(=O)(=O)c1ccc(C)cc1 (centres undefined)
6: CCOC(=O)N1CCN(C(=O)CNC(=O)Cc2ccc(Cl)cc2)CC1
7: Cc1ccc(OCCOC(=O)CN2C(=O)NC3(CCCC3)C2=O)cc1
8: COc1ccc(/C=N/NC(=O)c2cccc(C(=O)N/N=C/c3ccc(OC)c(OC)c3)n2)cc1OC

compound no.	1	2	3	4	5	6	7	8
VP16 counter	-15%	-6%	-1%	.	-22%	7%	.	-8%
FLuc counter	1%	-2%	-1%	.	-1%	3%	-19%	2%
Tb PFK inh	2%	0%	13%	-7%	2%	-3%	-1%	-5%
TRPV1 agonist	-1	-3	-2	.	2	-5	3	-2
BRCA1 expr up	15%	35%	11%	4%	-38%	-18%	-8%	7%
Rab9 promoter act	-2%	-2%	1%	.	-4%	-5%	0%	-2%
p53 reactivator	1%	16%	-4%	-4%	2%	-3%	4%	2%
ELG1 genotoxic	-1%	5%	1%	4%	-4%	-9%	-2%	-4%
RORgamma inh	-12%	24%	28%	.	?	-21%	.	17%
ELG1 repair inh	3%	9%	0%	0%	-10%	-6%	6%	?
NPC1 promoter act	-2%	-3%	1%	.	-4%	-3%	-4%	2%

9: Cc1cc2nc(-c3cccnc3SCC(=O)NC3CC3)[nH]c2cc1C
10: C[C@H](CO)N1C[C@H](C)[C@@H](CN(C)Cc2ccncc2)Oc2c(NC(=O)C3CCCCC3)cccc2C1=O
11: CCCc1cc(C(=O)Nc2cccnc2)no1
12: COc1ccc(/C=N/NC(=O)c2ccc(CSc3nc(C)cc(C)n3)cc2)cc1O
13: CCc1[nH]c(=O)c(C#N)c2c1CCCC2
14: Cc1ccc(OCCCCCN2CCOCC2)cc1
15: Cc1ccc(CNC(=S)NC2CCC(C(C)(C)C)CC2)cc1 (centres undefined)
16: COc1ccc(/C(C)=N/NC(=O)CNC(=O)c2cccnc2)c(OC)c1

compound no.	9	10	11	12	13	14	15	16
VP16 counter	?	.	?	-2%	-9%	12%	5µM*	-6%
FLuc counter	2.7µM*	.	15µM*	?	2%	2%	-2%	0%
Tb PFK inh	4%	1%	5%	0%	0%	3%	2%	2%
TRPV1 agonist	14	.	.	?	-1	1	?	1
BRCA1 expr up	.	-31%	8%	11%	-8%	39%	-5%	-2%
Rab9 promoter act	?	.	8%	-2%	-1%	1%	1%	-6%
p53 reactivator	4%	3%	?	-16%	3%	.	-1%	2%
ELG1 genotoxic	?	0%	?	1%	2%	2%	-10%	-3%
RORgamma inh	19%	.	0%	23%	-3%	?	2.8µM*	-1%
ELG1 repair inh	?	11%	?	-6%	11%	10%	-5%	2%
NPC1 promoter act	?	.	1%	-7%	3%	1%	0%	1%

# Compounds from the list above that contain an NH in an aromatic ring (3):
3: CCCCc1c(O)cc(C)[nH]c1=O
9: Cc1cc2nc(-c3cccnc3SCC(=O)NC3CC3)[nH]c2cc1C
13: CCc1[nH]c(=O)c(C#N)c2c1CCCC2

compound no.	3	9	13
VP16 counter	-1%	?	-9%
FLuc counter	-1%	2.7µM*	2%
Tb PFK inh	13%	4%	0%
TRPV1 agonist	-2	14	-1
BRCA1 expr up	11%	.	-8%
Rab9 promoter act	1%	?	-1%
p53 reactivator	-4%	4%	3%
ELG1 genotoxic	1%	?	2%
RORgamma inh	28%	19%	-3%
ELG1 repair inh	0%	?	11%
NPC1 promoter act	1%	?	3%

# (more compounds)
17: COCCN(C(=S)Nc1ccccc1C)C(C)c1ccco1 (centres undefined)
18: O=C(CCc1ccccc1)NNC(=O)CCc1ccccc1
19: Oc1ccccc1/C=N/Nc1nn[nH]n1
20: CCc1noc(C)c1C(=O)OCC(=O)c1ccc(OC)c(OC)c1
21: CC(OC(=O)Cc1coc2cc3c(cc12)CCC3)C(=O)NCc1ccc2c(c1)OCO2 (centres undefined)
22: CC(C)(C)SCCNS(=O)(=O)c1ccc(Cl)cc1
23: CCCCCCCCN1C(=O)N(C)C(N(O)C(=O)NC)C1(C)C (centres undefined)
24: COc1ccc(CCNS(=O)(=O)CCNC(=O)c2ccc3c(c2)OCO3)cc1

compound no.	17	18	19	20	21	22	23	24
VP16 counter	7%	-12%	-1%	.	6%	8%	-3%	.
FLuc counter	-1%	7%	-1%	0%	?	-3%	-1%	1%
Tb PFK inh	16%	-3%	3%	1%	-3%	1%	1%	-13%
TRPV1 agonist	-2	0	-3	-2	24	4	12	6
BRCA1 expr up	-19%	-8%	32%	-13%	2%	-1%	-6%	-13%
Rab9 promoter act	5%	6%	-2%	-1%	-2%	-2%	-7%	0%
p53 reactivator	-1%	?	6%	6%	2%	1%	0%	1%
ELG1 genotoxic	-2%	6%	0%	2%	-7%	-4%	-2%	3%
RORgamma inh	?	-6%	?	.	6%	8%	1%	.
ELG1 repair inh	0%	3%	-8%	1%	-1%	-5%	1%	6%
NPC1 promoter act	-3%	-4%	-3%	-1%	-1%	-2%	1%	-1%

# Results in sequence from the list.
# ELG1 genotoxic, entries 18–23: 6%, 0%, 2%, -7%, -4%, -2%
# BRCA1 expr up, entries 18–23: -8%, 32%, -13%, 2%, -1%, -6%

# Records listed so far marked active in RORgamma inh.
entry | SMILES | Tb PFK inh | TRPV1 agonist | BRCA1 expr up | Rab9 promoter act | p53 reactivator | RORgamma inh | NPC1 promoter act
15 | Cc1ccc(CNC(=S)NC2CCC(C(C)(C)C)CC2)cc1 (centres undefined) | 2% | ? | -5% | 1% | -1% | 2.8µM* | 0%

# (list continues)
25: O=C(COc1ccc(Cl)cc1)N(Cc1ccc(F)cc1)C1CCS(=O)(=O)C1 (centres undefined)
26: CCc1ccccc1NC(=O)CCCN1C(=O)C2CC=CCC2C1=O (centres undefined)
27: CCO[C@H]1OC(C(=O)N2CCN(Cc3ccc4c(c3)OCO4)CC2)=C[C@@H](c2ccc3c(c2)OCO3)[C@@H]1CCCO
28: CCN(CC)Cc1oc(CO)cc(=O)c1O
29: CN1C(C(=O)Nc2ncccn2)=C(O)c2ccccc2S1(=O)=O
30: O=S(=O)(Nc1cccc(-c2cn3cccnc3n2)c1)c1ccc(F)cc1
31: Cc1ccc(OCC(=O)Oc2c(C)cccc2C)cc1C
32: CCC1=NN(C(=O)Cc2ccc([N+](=O)[O-])cc2)C(O)(c2ccc(Br)cc2)C1 (centres undefined)
33: O=C(c1ccncc1)c1nccn1-c1ccccn1
34: COc1cccc(C(=O)Nc2nnc(S(=O)(=O)N(C)Cc3ccccc3)s2)c1

compound no.	25	26	27	28	29	30	31	32	33	34
VP16 counter	-11%	0%	-4%	7%	-6%	4%	6%	?	8%	-7%
FLuc counter	3%	3%	3%	1%	1%	-18%	-13%	0%	-1%	-15%
Tb PFK inh	-1%	9%	1%	-12%	1%	-4%	0%	0%	0%	1%
TRPV1 agonist	3	-2	?	-1	1	0	-2	0	-2	3
BRCA1 expr up	2%	-5%	-27%	4%	-15%	-17%	7%	-43%	17%	-27%
Rab9 promoter act	0%	-5%	10%	1%	-4%	-7%	-5%	-5%	10%	-5%
p53 reactivator	-4%	12%	-2%	-2%	1%	-6%	?	-12%	11%	3%
ELG1 genotoxic	-1%	4%	-3%	0%	2%	3%	-2%	-4%	2%	-9%
RORgamma inh	5%	-15%	13%	13%	8%	?	1%	11µM*	13%	32%
ELG1 repair inh	0%	-1%	?	3%	8%	-3%	-4%	8%	-3%	1%
NPC1 promoter act	0%	0%	0%	0%	1%	-3%	-11%	-1%	-3%	-4%

# Screening results: PubChem, National Center for Advancing Translational Sciences (NCATS)
